cardiac RTF act = increases calcium sensitivity of human cardiac regulated thin filaments | IANBD-labeled TnC RTF fluorescence at EC20 calcium; 0% EC20 calcium, 100% full calcium | P19429+P45379 | activation, % at 7.2 µM | AID 493008 | hit rate 0.24% among 340,000;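 active means activation above the mean over all tested compounds plus 3 SD, cut at about 30% in these data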;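 further: rise in fluorescence read as greater calcium sensitivity of cardiac thin filaments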
Rtt109 HAT inh = C. albicans Rtt109 histone acetyltransferase inhibition; Q5AAJ8; purified Rtt109/Vps75, ThioGlo CoA-SH fluorescence, 4 h; inhibition, % at 34.9 µM; hit rate 0.16% among 330,000; AID 540336;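 active means inhibition of at least 50% in every replicate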
C-LANA FP = inhibitors of KSHV LANA C-terminal domain DNA binding; MBP-C-LANA/FAM-LBS DNA binding, fluorescence polarization; inhibition, % at 9 µM; hit rate 0.078% among 340,000;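 active means highest replicate inhibition at or above 60% at 9 µM, even if other replicates fall short; inactive means all replicates below 60% inhibition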;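 further: 0% = neutral control wells and 100% = 4 µM acridine orange control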
Cardiac RTF inh = cardiac RTF calcium desensitization | AID 493244 | IANBD-labeled cardiac RTF, Ca2+ fluorescence | hit rate 0.12% among 340,000 | inhibition, % at 7.15 µM;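 active means inhibition above the mean inhibition of all tested compounds plus 3 SD, cut at about 17% in these data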;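 further: assay run at fixed EC70 calcium of 1.6 mM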
dFosB activator = activators of mouse delta FosB homodimer. P13346. purified delta FosB, TAMRA-CDK5 oligo fluorescence polarization; percent of positive-control signal above neutral wells. activation, % at 25 µM. hit rate 0.99% among 340,000;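 active means mean activation above about 17%, with every replicate also reaching it, limit read from the data, passing the limit was not always enough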;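 further: fluorescence polarization rise as delta FosB binds a TAMRA Cdk5 AP-1 oligo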
Target sequence (P13346 whole entry, looked up): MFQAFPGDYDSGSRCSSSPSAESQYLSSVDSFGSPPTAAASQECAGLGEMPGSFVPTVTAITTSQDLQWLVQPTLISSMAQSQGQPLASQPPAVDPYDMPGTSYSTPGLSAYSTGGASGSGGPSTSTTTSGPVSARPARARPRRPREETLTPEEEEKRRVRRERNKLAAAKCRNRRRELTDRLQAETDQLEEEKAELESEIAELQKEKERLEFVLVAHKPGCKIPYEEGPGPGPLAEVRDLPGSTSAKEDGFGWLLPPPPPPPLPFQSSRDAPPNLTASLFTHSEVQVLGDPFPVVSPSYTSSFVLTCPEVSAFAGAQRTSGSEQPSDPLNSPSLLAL
PfHsp90 set2 = growth inhibition of yeast expressing Plasmodium Hsp90 | inhibition, % at 9.4 µM | S. cerevisiae expressing PfHsp90, BacTiter-Glo ATP, 48 h; yeast lacking PDR1 and PDR3 efflux regulators | AID 504621 | hit rate 0.32% among 310,000;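 active means every replicate shows inhibition above about 80%, whatever the replicate mean, limit read from the data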;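 further: 0% = DMSO neutral controls and 100% = 20 µM radicicol positive controls; yeast relying on Plasmodium falciparum Hsp90 in place of its own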
CDK5 p35 inh = CDK5/p35 (human) kinase inhibition | hit rate 0.01% among 330,000 | AID 488839 | Recombinant CDK5/p35, ADP-Glo luminescence, 60 min | inhibition, % at 10 µM | Q00535+Q15078;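 active means highest replicate inhibition of at least 50% and at least 75% of replicates reaching 50%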;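 further: plate controls were DMSO neutral control for no effect and GW8510 at 10 µM for full effect; many of its hits are not listed in these tables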
Target sequence (Q00535 whole entry, looked up): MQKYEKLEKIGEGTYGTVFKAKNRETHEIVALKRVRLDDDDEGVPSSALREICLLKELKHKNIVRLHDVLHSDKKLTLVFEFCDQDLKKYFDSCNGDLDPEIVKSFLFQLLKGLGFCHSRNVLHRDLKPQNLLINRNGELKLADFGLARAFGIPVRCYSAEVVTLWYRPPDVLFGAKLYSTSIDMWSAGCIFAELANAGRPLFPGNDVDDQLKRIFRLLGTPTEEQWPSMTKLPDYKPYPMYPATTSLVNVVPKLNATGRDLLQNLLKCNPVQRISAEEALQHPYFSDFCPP
Target sequence (Q15078 whole entry, looked up): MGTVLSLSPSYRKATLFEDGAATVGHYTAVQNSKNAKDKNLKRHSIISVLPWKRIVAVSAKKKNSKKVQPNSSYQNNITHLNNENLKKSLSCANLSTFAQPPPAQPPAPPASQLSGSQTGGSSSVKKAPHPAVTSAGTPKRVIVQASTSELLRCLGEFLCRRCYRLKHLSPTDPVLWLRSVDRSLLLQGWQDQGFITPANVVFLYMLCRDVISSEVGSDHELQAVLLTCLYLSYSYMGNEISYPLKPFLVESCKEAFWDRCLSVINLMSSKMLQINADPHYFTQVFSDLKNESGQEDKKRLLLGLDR
Keap1 Nrf2 FP = Keap1-Nrf2 (human) interaction inhibition | Q14145 | Keap1 Kelch-Nrf2 peptide fluorescence polarization, 1536-well | inhibition, % at 9.4 µM | hit rate 0.15% among 340,000; in the data active means inhibition above about 12%;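 further: human Keap1 Kelch domain with fluorescein labeled Nrf2 9mer peptide probe; 0% = neutral control wells and 100% = peptide positive control; higher means more block of Keap1 binding to Nrf2 peptide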
NSD2 HMT inh = blocks human histone methyltransferase NSD2. inhibition, % at 12.5 µM. AID 743445. O96028. NSD2 peptide methylation, AlphaScreen, 120 min. hit rate 0.54% among 310,000; in the data active means inhibition above about 50%
SUMO Mot1 rescue = blocks SUMOylation pathway, rescuing yeast Mot1-301 growth; S. cerevisiae Mot1-301 growth rescue, ATP luminescence, 38.5C; percent above DMSO median, 100 means doubled; growth rescue, % at 18.8 µM; hit rate 1% among 320,000; AID 2716;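 active means every valid replicate shows activation above 250% relative to neutral control wells; inactive means the rest, any valid replicate at or below 250%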;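 further: OY570 slx delta 5 strain wells were the positive control but not used for scaling; some compounds called inactive have numbers as strong as hits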
PvdQ acylase = P. aeruginosa PvdQ acylase inhibition; inhibition, % at 10 µM; purified PvdQ acylase, fluorescence plate reader; hit rate 0.063% among 340,000; in the data active means inhibition above about 30%, passing the limit was not always enough;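 further: 0% = vehicle neutral wells and 100% = reference inhibitor wells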
An asterisk follows results filed as active; nt = no result given.

SMILES | PfHsp90 set2 | C-LANA FP | Rtt109 HAT inh | CDK5 p35 inh | Keap1 Nrf2 FP | NSD2 HMT inh | dFosB activator | Cardiac RTF inh | cardiac RTF act | SUMO Mot1 rescue | PvdQ acylase
COCCn1c(=O)[nH]c2cc(C(=O)N3CCN(c4cccc(C)c4C)CC3)ccc2c1=O | -20 | -0.6 | -12 | -0.4 | -3 | -1 | -11 | -5 | 1 | 2 | -11
COc1ccc(Cn2c(=S)[nH]c3cc(C(=O)NCCCN4CCOCC4)ccc3c2=O)cc1 | 11 | -0.3 | -5 | 0.6 | -5 | 1 | -8 | -14 | 3 | -8 | -4
COc1ccc(N/N=C/c2c(C(=O)O)ccc3ccccc23)cc1 | -10 | 0.1 | -3 | 0.3 | -4 | 2 | -3 | -4 | 1 | -2 | -2
Cc1ccc(CN2CCN(Cc3cccn3-c3ccccn3)CC2CCO)o1 (centres undefined) | nt | -0.7 | 0 | -8.1 | -6 | 0 | -2 | -10 | 1 | -15 | -4
COc1ccc(OC)c(C2CC(=O)N3CN(c4cccc(Cl)c4)CSC3=C2C#N)c1 (centres undefined) | -3 | 1.5 | -2 | -0.7 | -7 | nt | -3 | -4 | 0 | 11 | -14
CNC(=O)CN(c1ccc2c(c1)OCCO2)S(C)(=O)=O | -25 | 2.6 | 2 | 0.1 | -6 | -4 | 2 | -9 | 6 | -5 | -22
Cc1cccc(N2CCN(C(=O)c3ccncc3)CC2)c1C | -1 | -2.0 | 2 | 1.4 | 0 | 7 | 5 | -5 | -1 | -19 | -5
O=C(NCc1ccco1)C1CCCN(S(=O)(=O)c2ccc(-n3cnnn3)cc2)C1 (centres undefined) | 7 | -1.2 | -6 | 1.4 | -9 | nt | 5 | 2 | -5 | -23 | -22
COc1ccc(NC(=O)CN(C)C(=O)c2cc3c(cc2Cl)N2CCCCCC2=NS3(=O)=O)cc1 | -15 | -0.8 | 21 | -0.2 | 0 | 2 | -10 | 5 | -5 | -13 | 10
CCOC(=O)c1ccc(C(=O)NNC(=O)C2C3C=CC(C3)C2C(=O)O)cc1 (centres undefined) | -3 | 0.4 | 9 | -0.5 | -5 | -3 | -4 | -10 | -2 | -4 | -1
COc1ccccc1C(=O)NC(CCSC)C(=O)OCC(=O)N1CCCC1=O (centres undefined) | 15 | -0.6 | 2 | -1.1 | -7 | -2 | 1 | 0 | 0 | -6 | -8
CCC(=O)N1CCc2cc(S(=O)(=O)CCC(=O)N3CCCC(C)C3)ccc21 (centres undefined) | 15 | 0.9 | -3 | 1.3 | -5 | nt | 0 | -9 | 2 | 0 | -18
Cc1ccc2c(C)c(C(=O)N3CCC(O)(c4ccccc4)CC3)oc2c1C | -2 | -0.5 | 3 | -2.9 | -3 | 1 | -30 | -9 | 0 | 158 | -9
CCC(=O)Nc1ccc(S(=O)(=O)Nc2nccs2)cc1 | -20 | -0.3 | 0 | -1.8 | -4 | 1 | -2 | -9 | 1 | -17 | -6
COC(=O)C1=C(C)N=c2s/c(=C/c3cccs3)c(=O)n2C1c1ccc(F)cc1 (centres undefined) | nt | -0.3 | nt | 0.2 | -4 | 15 | -12 | -9 | 5 | -10 | -13
CCN(CC)C(=O)c1ncn(C)c1C(=O)N(CC)CC | nt | 1.6 | -1 | 0.3 | -1 | nt | 3 | -16 | 3 | 0 | -9
Cc1cc(S(=O)(=O)N2CCOCC2)ccc1OCC(=O)Nc1ccc(F)c(Cl)c1 | -16 | -0.6 | -1 | -5.4 | -3 | 2 | -1 | 13 | -6 | -7 | -7
C/C(=N/NS(=O)(=O)c1ccc(C)cc1C)c1c[nH]c2ccccc12 | 11 | -1.7 | 4 | 0.7 | 2 | 0 | -13 | -1 | -2 | 0 | 0
C/C(=N\Nc1nc2ccccc2[nH]1)c1ccc(C)o1 | -11 | 0.1 | 0 | -0.2 | 4 | 7 | 6 | -11 | 0 | -19 | 0
COc1ccc(OC)c(S(=O)(=O)n2nc(C)cc2C)c1 | -8 | 0.3 | -8 | -1.4 | 3 | -2 | -3 | -8 | -3 | -8 | -8
CC1CCN(CC[C@H]2CCCN2S(=O)(=O)c2cccc(O)c2)CC1 | 5 | -0.6 | -2 | -0.4 | -6 | nt | -3 | -3 | 4 | -10 | -8
COc1cccc(CN(C)C(=O)[C@@H](NC(=O)c2ccc(C)cc2)C(C)C)c1 | -2 | -0.2 | -5 | 0.8 | 3 | -3 | 0 | -2 | 1 | 83 | -18
CNS(=O)(=O)c1ccc(NCC2COc3ccccc3O2)c([N+](=O)[O-])c1 (centres undefined) | -3 | -0.3 | 9 | 0.9 | -5 | 4 | -5 | 0 | 3 | 7 | -12
Cc1ccc(S(=O)(=O)N[C@@H](Cc2ccccc2)C(=O)N2CCC(C(=O)N[C@H](C(=O)O)C(C)O)CC2)cc1 (some centres undefined) | -49 | -0.9 | -2 | -0.2 | -2 | -5 | -5 | -5 | 4 | -9 | -16
CC(C)Cc1nnc(NC(=O)c2cc(-c3ccncc3)nc3ccccc23)s1 | -1 | -1.8 | -6 | 0.3 | -1 | nt | -8 | -12 | 4 | 16 | 0

Not a retest: an excerpt of the list.
SMILES | PfHsp90 set2 | C-LANA FP | Rtt109 HAT inh | CDK5 p35 inh | Keap1 Nrf2 FP | NSD2 HMT inh | dFosB activator | Cardiac RTF inh | cardiac RTF act | SUMO Mot1 rescue | PvdQ acylase
C/C(=N\Nc1nc2ccccc2[nH]1)c1ccc(C)o1 | -11 | 0.1 | 0 | -0.2 | 4 | 7 | 6 | -11 | 0 | -19 | 0
COc1ccc(OC)c(S(=O)(=O)n2nc(C)cc2C)c1 | -8 | 0.3 | -8 | -1.4 | 3 | -2 | -3 | -8 | -3 | -8 | -8

Carrying on.
SMILES | PfHsp90 set2 | C-LANA FP | Rtt109 HAT inh | CDK5 p35 inh | Keap1 Nrf2 FP | NSD2 HMT inh | dFosB activator | Cardiac RTF inh | cardiac RTF act | SUMO Mot1 rescue | PvdQ acylase
Cc1ccc(CC(=O)Nc2nncs2)cc1 | -2 | 1.4 | -1 | -1.4 | -1 | 57* | -2 | 15 | -4 | 39 | -1
O=C(CSCc1cnn(-c2ccccc2)c1-n1cccc1)NCC1CCCO1 (centres undefined) | -2 | 0.3 | -10 | 0.0 | -2 | 0 | -2 | -19 | -1 | -12 | -18
C=CCn1c(COc2ccc(F)cc2)nnc1SC(C)C(=O)NCC1CCCO1 (centres undefined) | -11 | 0.0 | -4 | -0.8 | -4 | 2 | -12 | -1 | -1 | 0 | -16
CC[C@H]1C(c2ccc(F)cc2)=NN(c2ccccc2)[C@@H]1CO | -26 | -0.2 | 0 | -0.7 | -6 | nt | -8 | -7 | 6 | nt | -44
O=C(CSc1nnc(CNC(=O)c2c(F)cccc2Cl)o1)NCc1ccc2c(c1)OCO2 | 14 | -0.1 | 5 | -0.2 | 4 | -5 | -2 | 5 | -2 | -8 | -7
O=S(=O)(c1ccc(SCCOc2ccc(Br)cc2)nc1)N1CCCC1 | -3 | 0.2 | 2 | 0.3 | -1 | -1 | -13 | 1 | -3 | nt | -2
Cc1ccc(Nc2nc3c(c(=O)[nH]c(=O)n3C)n2Cc2ccc(F)cc2)cc1 | 3 | 2.4 | -1 | 0.0 | 5 | 2 | -9 | -4 | 4 | -11 | -1
COc1ccc(C(=O)Nc2ccc(N3CCOCC3)cc2)cc1S(=O)(=O)NC1CCCC1 | -5 | 0.9 | 5 | 0.7 | 0 | 3 | -5 | -2 | 1 | -6 | 7
CC[C@]12c3[nH]c4cc(CCC(=O)N(C)C)ccc4c3CCN1C(=O)[C@@H](CC(=O)NCc1ccco1)C[C@@H]2C(=O)N1CCN(C(=O)c2ccco2)CC1 | -28 | -0.6 | 7 | -1.9 | -7 | nt | -7 | -11 | 0 | nt | -15
Cn1c(SCC(=O)c2c(N)n(C)c(=O)n(C)c2=O)nnc1-c1ccc(F)cc1 | 13 | 2.3 | -8 | -0.5 | 4 | 0 | -1 | 0 | 1 | 1 | -9
Cc1nc2[nH]c(=O)c3c(n2n1)NC1=C(C(=O)CC(C)(C)C1)C3c1ccccc1 (centres undefined) | -8 | -0.9 | -117 | -1.0 | -5 | 0 | -2 | -7 | 5 | -10 | -15
Cc1nc(CNS(=O)(=O)c2cc(F)ccc2F)cs1 | -1 | -1.4 | -4 | -1.8 | -1 | 2 | -1 | -3 | -5 | -3 | -4
CCOC(=O)CC(=O)CSc1nnc2c(n1)[nH]c1ccccc12 | -20 | 0.6 | 7 | 0.8 | -6 | -2 | -16 | 1 | 2 | -12 | -11
COc1cc(OC)cc(C(=O)NNc2nc3cc4c(cc3s2)OCO4)c1 | -34 | -1.2 | -5 | -2.3 | -1 | nt | -5 | -1 | -2 | -1 | -9
O=C(CCCn1cnc2ccccc2c1=O)Nc1ccccc1F | 18 | -1.3 | nt | -1.0 | -6 | 1 | 3 | -12 | 4 | 1 | -19
CCN(CC)CCN(C(=O)c1ccc2c(c1)OCCO2)c1nc2cc3c(cc2s1)OCO3 | -5 | -1.3 | 17 | -0.2 | -1 | 2 | 3 | 2 | -1 | -3 | -9
O=C(NN=C1CCCC1)c1ccn[nH]1 | -14 | -2.0 | 0 | 2.3 | -2 | 1 | 2 | 6 | -3 | 6 | -18
COC(=O)NCC(c1cccnc1)N1CCN(c2ccccc2F)CC1 (centres undefined) | 2 | 0.2 | 6 | -1.4 | 0 | nt | 2 | -4 | -1 | 25 | 2
CC(=O)NS(=O)(=O)c1ccc(NC(=O)C2c3ccccc3Oc3ccccc32)cc1 | -11 | -1.1 | 1 | 0.3 | -2 | -1 | -7 | 1 | 8 | 536 | 8
C=CCNC(=O)C(C(=O)OCC)C1CCCCC1 (centres undefined) | -20 | 1.2 | -11 | 0.5 | -1 | 8 | 5 | 1 | -2 | -7 | -2
CC1(C)CCc2cc(-c3ccnc(=S)[nH]3)ccc2O1 | -9 | 0.2 | -1 | 1.5 | -8 | -1 | 6 | -1 | 4 | 25 | -16
O=C(N/N=C/c1c(Cl)cccc1Cl)c1ccc(F)cc1 | nt | 1.1 | 2 | -0.8 | -2 | 3 | -6 | -5 | 2 | -3 | -15
COc1cccc(NC(=O)CSc2ccccn2)c1 | 2 | 1.4 | -16 | 2.3 | -3 | -4 | -11 | -4 | 1 | -14 | -10
Cc1cccc(C(=O)OCC(=O)c2ccc3c(c2)OCO3)c1O | 11 | -1.9 | -1 | 0.6 | 2 | -1 | 0 | 8 | -2 | -4 | 13
CCn1c(NC(=O)c2ccccc2)nc2ccccc21 | 22 | 0.3 | 12 | 0.7 | 3 | 4 | -2 | nt | nt | -1 | -1
N#Cc1ccccc1NC(=S)NC(=O)c1cccnc1 | 14 | -0.7 | 2 | 1.6 | -5 | -1 | -5 | -8 | -2 | 7 | -14
O=C(NN1C(=O)c2ccccc2NC1c1cccnc1)c1ccccc1 (centres undefined) | 38 | -0.4 | -3 | 0.3 | 3 | -4 | -1 | 7 | -3 | -11 | 7
CCOC(=O)C1=C(C)NC(SC(C)=O)=NC1c1ccc(OC(C)=O)c(OC)c1 (centres undefined) | 14 | 1.7 | 10 | 0.2 | -6 | 0 | -5 | 2 | 4 | 6 | 15

Source: PubChem BioAssay (several laboratories)
